RBBP9 inhibitor: human RBBP9 inhibitors, primary screen, biochemical, fluorescence polarization, FP-Rh probe, HTS. 220,000 tested, 0.2% active. inhibition, % at 7.94 µM. AID 1515, 2009. recombinant RBBP9. Serine hydrolase RBBP9 (Homo sapiens), O75884;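 active = inhibition above the campaign mean of all tested compounds plus 3 SD, cut at about 14% in these data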;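 also: plate controls were DMSO wells with RBBP9 for no effect and wells lacking RBBP9 protein for full effect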
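System: RBBP9 protein / Buffer or medium: Tris/NaCl buffer pH 8.0 with 0.1% Pluronic / Probe or stimulus: Serine-hydrolase probe FP-Rh, 375 nM pre-mixing / Dosing: 7.94 µM single dose, 0.794% DMSO / Times: enzyme-compound preincubation 30 min, then probe labeling 45 min, 25 °C / Technique: fluorescence polarization (mP), excitation 525 nm, emission 598 nm / Replication: singlicate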
p97 ATPase inh: inhibitors of human p97 ATPase, primary screen, biochemical; recombinant p97 ATPase, Kinase-Glo ATP luminescence, 3 h; inhibition, % at 8 µM; 220,000 tested, 0.42% active; in the data active = inhibition above about 15%;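 also: 0% = DMSO vehicle and 100% = wells lacking enzyme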
Hck-Nef inh: inhibitors of Nef-activated human Hck kinase, primary screen, biochemical, Z-Lyte FRET, 384-well, Hck-YEEI. Tyrosine-protein kinase HCK (Homo sapiens), P08631. Recombinant Hck-YEEI plus Nef, Z-Lyte FRET kinase assay. inhibition, % at 20 µM. 220,000 tested, 0.68% active;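 active = Hck-Nef kinase inhibition above about 50%, limit read from the data; inactive = inhibition below that limit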;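 also: 0% = DMSO with Hck plus Nef and 100% = Hck alone without Nef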
Target sequence (P08631 whole entry, looked up): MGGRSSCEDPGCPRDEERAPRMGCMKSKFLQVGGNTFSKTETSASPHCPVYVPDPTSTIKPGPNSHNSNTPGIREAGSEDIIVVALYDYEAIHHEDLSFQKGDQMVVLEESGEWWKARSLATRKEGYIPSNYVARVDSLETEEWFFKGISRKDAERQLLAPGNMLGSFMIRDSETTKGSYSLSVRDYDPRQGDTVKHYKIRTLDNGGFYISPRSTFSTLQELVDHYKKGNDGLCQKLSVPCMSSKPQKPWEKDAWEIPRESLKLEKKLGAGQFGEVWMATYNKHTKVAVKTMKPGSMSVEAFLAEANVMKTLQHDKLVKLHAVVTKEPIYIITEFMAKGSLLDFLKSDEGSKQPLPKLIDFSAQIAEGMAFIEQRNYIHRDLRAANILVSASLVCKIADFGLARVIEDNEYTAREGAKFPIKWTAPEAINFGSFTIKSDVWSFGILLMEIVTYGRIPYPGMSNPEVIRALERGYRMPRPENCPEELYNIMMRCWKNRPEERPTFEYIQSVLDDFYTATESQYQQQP
Runt-CBFb FRET: inhibitors of RUNX1 Runt–CBFb binding, primary screen, biochemical, FRET, Cerulean-Runt, Venus-CBFb, uHTS | Runt-related transcription factor 1 (Homo sapiens) + Core-binding factor subunit beta … | Cerulean-Runt/Venus-CBFb FRET ratio 530/480, 1 h | inhibition, % at 20 µM | 220,000 tested, 0.46% active | AID 1496, 2009;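 active = inhibition over about 50% at 20 µM in the single-dose screen, limit read from the data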;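 also: 0% = DMSO wells and 100% = excess unlabeled CBFb competitor control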
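Measured by: fluorescence energy transfer, 422 nm excitation, 530/480 nm emission; Assay system: Cerulean-Runt domain; Medium: Tris pH 7.5 buffer with BSA; Measure: loss of energy transfer signal; Controls: 5 µM unlabeled CBFb as full-inhibition high control; Incubation: protein complex preformed 1 h, compound exposure 1 h, room temperature, dark.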
NPY1 pot ag: NPY-Y1 receptor potentiators or agonists, primary screen, cell-based. NPY-Y1 expressing cells, potentiator/agonist activation. activation, % at 3.6 µM. 220,000 tested, 0.37% active; in the data active = activation above about 33%, passing the limit was not always enough;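 also: cells stimulated with NPY at EC10 then isoproterenol at EC100; 0% = low agonist plus stimulus and 100% = saturating agonist plus stimulus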
Target sequence (P25929 whole entry, looked up): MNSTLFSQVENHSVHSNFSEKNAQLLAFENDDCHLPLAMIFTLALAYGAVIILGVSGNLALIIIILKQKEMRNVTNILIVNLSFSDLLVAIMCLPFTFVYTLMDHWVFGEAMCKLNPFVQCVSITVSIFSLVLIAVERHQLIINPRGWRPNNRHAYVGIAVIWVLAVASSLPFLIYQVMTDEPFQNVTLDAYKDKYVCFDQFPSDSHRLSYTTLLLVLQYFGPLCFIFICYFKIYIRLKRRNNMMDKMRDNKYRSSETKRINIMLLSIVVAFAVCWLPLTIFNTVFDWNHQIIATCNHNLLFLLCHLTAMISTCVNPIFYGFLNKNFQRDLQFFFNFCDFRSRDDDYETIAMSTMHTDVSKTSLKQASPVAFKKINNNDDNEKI
Runt-SMMHC FRET: inhibitors of RUNX1 Runt–CBFb-SMMHC binding, primary screen, biochemical, FRET, Cerulean-Runt, Venus-CBFb-SMMHC, uHTS; Cerulean-Runt/Venus-CBFb-SMMHC FRET ratio 530/480, 1 h; inhibition, % at 20 µM; 220,000 tested, 0.74% active; AID 1434, 2008;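 active = mean inhibition across duplicate retests at 20 µM reaching about 50%, limit read from the data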;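 also: 0% = DMSO wells and 100% = wells with excess untagged CBFb-SMMHC; inhibitors lower the FRET ratio by blocking Runt binding to CBFb-SMMHC; some results filed as inactive read as strong as hits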
NPY-Y2 PAM-ag: NPY-Y2 potentiators or agonists, primary screen, cell-based | Neuropeptide Y receptor type 2 (Homo sapiens), P49146 | cells expressing NPY-Y2, potentiator/agonist read-out | activation, % at 3.6 µM | 220,000 tested, 0.45% active | AID 1359, 2008; in the data active = activation above about 27%;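 also: cells stimulated with NPY near EC25 plus isoproterenol at EC100; 0% = vehicle plus submaximal agonist and 100% = vehicle plus saturating agonist; some results beyond the cut were filed as inactive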
NPY-Y1 antag: NPY-Y1 receptor antagonists, primary screen, cell-based; Neuropeptide Y receptor type 1 (Homo sapiens), P25929; HEK293-CNG Y1 cells, membrane potential fluorescence; NPY at EC95, then isoproterenol; inhibition, % at 3.6 µM; 200,000 tested, 1% active; AID 1040, 2008;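 active = inhibition above the campaign mean inhibition of all tested compounds plus 3 SD, cut at about 20% in these data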;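 also: 0% = DMSO wells given NPY plus isoproterenol and 100% = isoproterenol alone without NPY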
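Material: HEK293 Y1/CNG channel cell line; also added: NPY (25 nM), isoproterenol (1 µM), Ro 20-1724 (25 µM); doses: one concentration, 3.6 µM, in 0.4% DMSO; schedule: compound incubation 1 h at room temperature, readout 45 min post-stimulation; technique: membrane potential fluorescence; measure: fluorescence ratio normalized to % inhibition between controls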
MDM2 E3 inh: MDM2-luciferase reporter signal enhancers, primary screen, MDM2 E3 ligase inhibitor project, cell-based, luminescence, 1536-well | signal enhancement, % at 5 µM | 210,000 tested, 0.11% active | cell-based MDM2 ubiquitination luciferase reporter, 2 h; 0 = plate control, 100 = twice control, blank-subtracted | AID 1230, 2008 | E3 ubiquitin-protein ligase Mdm2 (Homo sapiens), Q00987;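 active = signal enhancement of 30% or more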;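 also: luminescence tracks abundance of the self-degrading MDM2-luciferase fusion protein; higher signal means inhibition of MDM2 E3 ligase activity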
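Buffer or medium: Cells held in DMEM | Assay system: Stable mammalian line carrying autodegrading MDM2–luciferase fusion reporter | Quantity: 2000 cells/well | Times: 4 h settle plus 2 h compound, 37 °C | Doses: One concentration, 5 µM, with 0.2% DMSO | Technique: Luminescence with SteadyLite reagent, 15 min at room temperature | Benchmarks: Plate controls and plate blanks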
Active calls of the source: *; nt = not tested or not shown. Not a hit list; 3.5% or so of the library scored in one or more.

SMILES | RBBP9 inhibitor | p97 ATPase inh | Hck-Nef inh | Runt-CBFb FRET | NPY1 pot ag | Runt-SMMHC FRET | NPY-Y2 PAM-ag | NPY-Y1 antag | MDM2 E3 inh
O=C(Nc1ccc(C(F)(F)F)cc1)c1cc(S(=O)(=O)NCC2COc3ccccc3O2)ccc1F (centres undefined) | -24 | 6 | 3 | -2 | 6 | 2 | 11 | -6 | nt
O=[N+]([O-])c1ccccc1N/N=C/c1cccc(O)c1O | 12 | -1 | 35 | 0 | 33 | 0 | 0 | nt | nt
O=C(NCc1ccccc1)C1CCN(C(=O)NCc2ccccc2)CC1 | -5 | 3 | -1 | -2 | -5 | 3 | -7 | 2 | 0
CCCN(CC1CC1)C(=S)NC(=O)C1CC1 | 2 | -2 | 28 | 1 | -27 | -2 | 13 | -6 | -8
c1ccc2[nH]c(SCCN3CCOCC3)nc2c1 | -5 | 2 | 1 | 0 | 0 | 1 | -1 | 1 | -9
CC(NC(=O)OC(C)(C)C)C(=O)Oc1ccc2ccc(=O)oc2c1 (centres undefined) | -7 | 0 | 74* | 68* | 18 | 113* | 1 | 8 | -11
O=C(COC(=O)c1cnccn1)Nc1ccc(Cl)cc1 | -4 | 5 | -1 | 0 | -11 | 3 | 0 | 6 | -15
O=C(O)c1cnn2c1C(=O)N(Cc1cccs1)CC2 | -8 | 3 | 23 | 0 | -8 | 0 | 4 | -5 | -6
COc1ccc(S(=O)(=O)Cc2ccc(C(=O)N3CCN(c4cccc(C)c4C)CC3)o2)cc1 | -5 | -2 | 1 | -8 | -14 | -1 | -17 | 3 | -1
CCCOc1ccc(-c2c(C(=O)N/N=C/c3ccccc3)nnn2-c2nonc2N)cc1 | -8 | 4 | 24 | 0 | 26 | -12 | 20 | nt | -8
CC(=O)c1ccc(NC(=O)C2CCC(C)(C(=O)O)C2(C)C)cc1 (centres undefined) | -4 | -1 | 0 | 1 | 4 | 0 | 2 | -2 | 6
O=C1C2C(C(=O)N1CCN1CCN(Cc3ccc([N+](=O)[O-])cc3)CC1)[C@H]1C=C[C@@H]2C1 (some centres undefined) | 3 | -3 | 5 | 0 | 0 | -1 | 3 | nt | -2
Cc1nc(-c2ccccc2)cc(N2CCCC2)n1 | 7 | 6 | 3 | 1 | -20 | -1 | 8 | -1 | -16
CCCn1c(CNc2ccccc2O)nc2ccccc21 | 3 | 6 | 2 | 1 | 2 | -4 | 13 | -2 | -8
CC1(C)CC(=O)C/C(=N\NC(=O)C2C3CCCCC32)C1 (centres undefined) | -1 | 3 | 28 | 3 | -15 | 2 | -9 | -1 | -3
Cc1nn(C/C(C#N)=N\O)c(C)[n+]1N | -5 | 1 | 0 | 1 | -1 | 6 | 0 | 7 | -10
S=C(NC1CCCC1)NN1CCOCC1 | -3 | 3 | -57 | 0 | 2 | 2 | -1 | -7 | -18
COc1ccc(CC(=O)Nc2ccc(C(=O)NC(C)(C)C)cc2)cc1OC | 4 | 2 | 3 | -1 | 11 | -1 | -8 | 6 | -10
O=C(O)/C=C/C(=O)NNC(=O)c1ccc(Cl)cc1Cl | -8 | 6 | 15 | nt | 4 | nt | -21 | 11 | 5
CN1C=CC2=C(C#N)C(N)C(C#N)(C#N)[C@H](c3ccccc3)[C@H]2C1 (some centres undefined) | -8 | 1 | 7 | 66* | -7 | 79* | 2 | -1 | -4
O=C(Cc1nnc(NC(=O)Nc2ccc(F)cc2)s1)NCc1ccccc1 | -4 | -2 | 21 | 0 | -5 | -1 | -2 | nt | -3
Cn1c(=O)c(=O)n(C)c2cc(S(=O)(=O)N3CCN(c4cccc(C(F)(F)F)c4)CC3)ccc21 | -5 | 3 | 0 | -2 | -9 | -5 | -9 | -4 | -5
COC(=O)c1ccc(C(=O)Nc2nnc(-c3cccnc3)o2)cc1 | 1 | 6 | 14 | 0 | 11 | 4 | 12 | 4 | -8
CCc1ccc(CN(C)CC(=O)Nc2ccc3c(c2)CCC3)cc1 | -5 | 4 | 21 | -4 | -27 | 1 | -18 | 11 | 1
O=C(COC(=O)c1cncc(Br)c1)NC1CC1 | -3 | 5 | -2 | 2 | 11 | 4 | 15 | 0 | -11
CCOC(=O)Cc1csc(NC(=O)CSc2nc3sc(C(=O)O)c(C)c3c(=O)[nH]2)n1 | 0 | 0 | 1 | -1 | -2 | -2 | 3 | -5 | -15
O=C(Cc1ccccc1F)Nc1ccc(Cl)nc1 | 4 | 3 | 9 | -8 | -14 | -3 | 9 | 1 | 1
O=C1NC(c2cccc(Cl)c2)Nc2ccccc21 (centres undefined) | -4 | 1 | 8 | 4 | 14 | 4 | 1 | 4 | nt
COc1ccc(N=CC2=C(O)c3ccccc3C2=O)c(OC)c1 | -10 | -13 | 0 | -2 | 7 | 0 | 3 | -1 | -97
C/C(=N\NC(=O)COc1ccccc1)c1cccs1 | -6 | 4 | 1 | -2 | -12 | 1 | 11 | 12 | -4
CCOc1ncccc1C(=O)Nc1cccc(Cl)c1Cl | -3 | -1 | -5 | -1 | -19 | -2 | -8 | 6 | -5
COCCCNC(=O)CNC(=S)N(Cc1cc(OC)c(OC)c(OC)c1)C1CCCC1 | -7 | 0 | -2 | 6 | -13 | 3 | 6 | -2 | 7
Cc1ccc(-c2nc(C3CCN(S(=O)(=O)c4ccc(C(F)(F)F)cc4)CC3)no2)cc1 | -8 | 3 | -2 | -3 | 1 | 2 | -17 | 0 | 3
O=C1CSc2ccccc2N1Cc1ccccc1F | 0 | 8 | 0 | 4 | 7 | -2 | 7 | 9 | -13
Cc1[nH]c2ccc(Br)cc2c(=S)c1C/C=C/Cl | -7 | 5 | 12 | 3 | -8 | 17 | -23 | nt | -4
CC1NC(C)(C)Cc2c1ccc1ccccc21 (centres undefined) | -5 | 3 | 15 | nt | 15 | nt | -13 | -1 | -3
OCCNCc1ccc(OC2CCCC2)cc1 | 3 | -1 | 1 | -1 | 1 | 2 | 0 | -3 | -41
Cc1ccc(CNc2nc(N)c([N+](=O)[O-])c(Nc3cccc(F)c3)n2)cc1 | -6 | 0 | -2 | 1 | -26 | 0 | 1 | 4 | -9
Cc1ccccc1-n1c(SCC(N)=O)nc2sc(-c3ccccc3)cc2c1=O | -3 | -3 | 4 | -1 | -7 | 0 | -9 | 1 | -16
CCNC(=O)NC(=O)C(C)Sc1nc2ccccc2n1CC(C)C (centres undefined) | -2 | 1 | 0 | -5 | 8 | 1 | -7 | -4 | 6
O=C1c2ccccc2C(=O)N1/N=C/c1ccc(Oc2ccc([N+](=O)[O-])cn2)cc1 | -2 | 6 | 5 | 0 | -8 | -9 | 1 | 1 | -19
Fc1ccccc1CSc1nnnn1-c1ccc2c(c1)OCO2 | -6 | 0 | 0 | -1 | -51 | -3 | -4 | 17 | -10
CC(C)C(=O)Nc1ccc(-c2csc(-c3ccccc3)n2)cc1 | -6 | 2 | 1 | -2 | -6 | 1 | 9 | 0 | 3
CC1=C(C#N)C(NC(=O)c2ccc(C)cc2)(C(F)(F)F)C(=O)N1 (centres undefined) | 6 | 3 | 2 | 0 | 11 | -3 | -2 | 0 | -13
Nc1nc(SCC(=O)Nc2ccc(S(N)(=O)=O)cc2)n[nH]1 | -9 | 7 | 15 | -2 | 17 | 1 | -15 | -6 | 0
O=C(Cn1ncc(N2CCCC2)c(Br)c1=O)c1ccc(Cl)cc1 | -2 | 1 | 7 | -2 | -21 | 2 | -4 | 4 | -8
Cc1cc(C)c(C)c(C(=O)CSc2nnc(-c3ccc4[nH]c(C)c(C)c4c3)o2)c1C | -9 | -3 | 24 | -1 | -11 | 4 | -6 | 4 | -7
Cc1cc(C)cc(N(C(=O)c2sc(C)nc2C)C(C(=O)NCc2ccco2)c2ccccc2)c1 (centres undefined) | -10 | -8 | 0 | -4 | -5 | 3 | -31 | 1 | 5
O=C(Nc1ccc(Cl)cc1)[C@@H]1[C@@H]2C(=O)N(c3ccc(Cl)cc3)C(=O)[C@@H]2[C@H]2C=CC=NN21 | -1 | 0 | -1 | 1 | -1 | -5 | -2 | -2 | -20
COC(=O)CSc1nnc(CNc2ccc(OC)cc2)n1C | -7 | 4 | 0 | -1 | -10 | -2 | 9 | -4 | -4
O=C(NCc1ccco1)c1cc(S(=O)(=O)N2CCOCC2)c(Cl)cc1Cl | -3 | 1 | -7 | 3 | 15 | 3 | 7 | -2 | -4
CC(C)(c1ccccc1)c1ccc(OCCCNCCO)cc1 | 0 | -2 | 2 | 0 | -59 | 2 | 0 | 14 | -15
Cc1ccc(C(=O)C[n+]2ccc3ccccc3c2)cc1 | -14 | -5 | -22 | -3 | -43 | -8 | -5 | 1 | -52
O=C(/C=C/Nc1ccccc1C(=O)O)c1cccs1 | -5 | 6 | 9 | 11 | 7 | 28 | 0 | -1 | -37
CC(=O)NC(=O)COC(=O)c1ccc2ncsc2c1 | -1 | 3 | 9 | 2 | -7 | -2 | -13 | 5 | -18
CCCn1c(CN2CCN(C(=O)OCC)CC2)nc2c1c(=O)n(C)c(=O)n2C | 1 | 4 | 11 | 2 | 0 | -1 | -9 | -5 | 3
